# Mito fusion act: qHTS Assay for Small Molecule Inhibitors of Mitochondrial Division or Activators of Mitochondrial Fusion; S. cerevisiae fusion-defective mutant growth rescue, CellTiterGlo 48 h; Potency, µM (titrated, usually from 46.1 µM), for the others: at the highest dose growth rescue (activation), hits mostly activators; 0.23% of 320,000 active; AID 485298, 2010;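 also: potency is read from the fitted curve at half-maximal effect; % of control where 0% means no effect; nearly all actives have a fitted effect of over 45% in size; temperature-sensitive fusion mutants such as fzo1-1 at 37 °C on non-fermentable ethanol glycerol medium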
#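 Luminescent cell viability in 1536-well qHTS format served as the measure of rescued growth in ts fusion-mutant S. cerevisiae cultured on non-fermentable YPEG for 48 hours at 37C.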
# TSHR antag: Antagonists of the Thyroid Stimulating Hormone Receptor: HTS campaign | Thyrotropin receptor (Homo sapiens), P16473 | TSHR-expressing cells, TSH-stimulated cAMP HTRF, 2 h; hits give low values | activity change, negative = inhibition, % at 11.5 µM | 0.2% of 330,000 active | AID 504810, 2011;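 active = activity change below a set negative limit, meaning inhibition stronger than a set level, cut at about -70% in these data; inconclusive = activity change between two set negative limits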; also: % is scaled to controls: 0 for no effect and ±100 for the full control effect
#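 Cell-based HTRF cAMP assay; TSHR cells + compound, TSH EC80 (4nM final), 2 h, 37 deg C. Lysis with anti-cAMP cryptate and cAMP-d2, 30 min RT, read 665/620 nm.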
# a7 integrin act: qHTS for Activators of Integrin-Mediated Alleviation for Muscular Dystrophy | alpha7betagal myoblasts, beta-gal FDG fluorescence, 48 h | Potency, µM (series often up to 38.3 µM), for inactives: at the top dose activation, actives largely listed as activators | 0.064% of 350,000 active | AID 624291, 2012;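 also: potency is read from the fitted curve at half-maximal effect; 100% = response of the positive control SU9516; nearly all actives have a fitted effect of over 60% in size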
#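 Alpha7betagal+/- myoblasts (passage 13) were plated 16-24 hr, then exposed to compounds (1:260 dilution of DMSO stock) for 48 hours at 37C. After MPER lysis, β-galactosidase reporter activity was read as FDG fluorescence (ex 480/em 540) after 30 minutes.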
# PTAP TSG101 blk: qHTS Assay for Iinhibitors of HIV-1 Budding by Blocking the Interaction of PTAP/TSG101; Fluorescence polarization, FITC-PTAP peptide / Tsg101 binding; 340,000 tested, under 10 active; AID 493005, 2010; Potency, µM (top dose mostly 115 µM), inactives show at the highest dose activity change, negative = inhibition, hits mostly inhibitors; Tumor susceptibility gene 101 protein (Homo sapiens), Q99816; active = well fitted inhibition curve with a large enough effect in the main read-out, with a control signal flat, not every such curve was filed as active; inconclusive = small, poorly fitted or top-dose-only effect, or effect the other way, or a change in a side signal; inactive = no such curve, though single readings can be large or run the other way; also: potency is read from the fitted curve at half-maximal effect; % of control where 0% means no effect
#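 Fluorescence anisotropy tracks displacement of a FITC-tagged PTAP peptide (50 nM) from the Tsg101 binding domain (10 uM), following a 20 min room-temperature incubation at pH 7.5.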
# TCR act: Activators of T cell receptors: qHTS campaign; primary human leukocytes, anti-CD3, IL-2 HTRF, 48 h; Potency, µM (doses to about 9.22 µM), for inactives: top-dose activation of IL-2 secretion, most hits filed as activators; 330,000 tested, under 10 active; also: % of control where 0% means no effect
#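 IL-2 produced over 48 hr by a-CD3 bead-stimulated primary human leukocytes exposed to compounds was detected with a homogeneous time-resolved FRET immunoassay, 665nm acceptor signal after 320nm excitation.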
# AT treatment: qHTS Assay for Identifying a Potential Treatment of Ataxia-Telangiectasia; […] A-T fibroblasts, KAP-1 phosphorylation AlphaLISA; neocarzinostatin DNA damage 30 min before lysis; Potency, µM (highest dose often 57.5 µM), inactives show top-dose activation, hits mostly activators; 0.19% of 320,000 active; also: potency is read from the fitted curve at half-maximal effect; % of control where 0% means no effect; nearly all actives have a fitted effect of over 45% in size
#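 ATM-like activity read as KAP-1 phosphorylation via AlphaLISA donor/acceptor antibody pairs after lysis and 6 hr at 25C. Cells were ATM-null patient fibroblasts ([…], hTERT), dosed 60 min, then exposed to the DSB inducer NCS for 30 min.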
# MLL CXXC-DNA inh: qHTS Fluorescence Polarization Assay for Inhibitors of MLL CXXC domain - DNA interaction | Potency, µM (highest dose often 115 µM), for inactives: at the highest dose activity change, negative = inhibition, most hits filed as inhibitors | AID 2662, 2010 | 0.037% of 290,000 active | MLL-CXXC / FITC-HOXA9 DNA fluorescence polarization; active = well fitted inhibition curve with a large enough effect in the polarisation, with a control signal flat, not every such curve was filed as active; inconclusive = small, poorly fitted or top-dose-only effect, or effect the other way, or a change in a side signal; inactive = no such curve, though single readings can be large or run the other way; the % refers to the polarisation; also: potency is read from the fitted curve at half-maximal effect
# Target sequence (Q03164 whole entry, looked up, the tested form may be a part): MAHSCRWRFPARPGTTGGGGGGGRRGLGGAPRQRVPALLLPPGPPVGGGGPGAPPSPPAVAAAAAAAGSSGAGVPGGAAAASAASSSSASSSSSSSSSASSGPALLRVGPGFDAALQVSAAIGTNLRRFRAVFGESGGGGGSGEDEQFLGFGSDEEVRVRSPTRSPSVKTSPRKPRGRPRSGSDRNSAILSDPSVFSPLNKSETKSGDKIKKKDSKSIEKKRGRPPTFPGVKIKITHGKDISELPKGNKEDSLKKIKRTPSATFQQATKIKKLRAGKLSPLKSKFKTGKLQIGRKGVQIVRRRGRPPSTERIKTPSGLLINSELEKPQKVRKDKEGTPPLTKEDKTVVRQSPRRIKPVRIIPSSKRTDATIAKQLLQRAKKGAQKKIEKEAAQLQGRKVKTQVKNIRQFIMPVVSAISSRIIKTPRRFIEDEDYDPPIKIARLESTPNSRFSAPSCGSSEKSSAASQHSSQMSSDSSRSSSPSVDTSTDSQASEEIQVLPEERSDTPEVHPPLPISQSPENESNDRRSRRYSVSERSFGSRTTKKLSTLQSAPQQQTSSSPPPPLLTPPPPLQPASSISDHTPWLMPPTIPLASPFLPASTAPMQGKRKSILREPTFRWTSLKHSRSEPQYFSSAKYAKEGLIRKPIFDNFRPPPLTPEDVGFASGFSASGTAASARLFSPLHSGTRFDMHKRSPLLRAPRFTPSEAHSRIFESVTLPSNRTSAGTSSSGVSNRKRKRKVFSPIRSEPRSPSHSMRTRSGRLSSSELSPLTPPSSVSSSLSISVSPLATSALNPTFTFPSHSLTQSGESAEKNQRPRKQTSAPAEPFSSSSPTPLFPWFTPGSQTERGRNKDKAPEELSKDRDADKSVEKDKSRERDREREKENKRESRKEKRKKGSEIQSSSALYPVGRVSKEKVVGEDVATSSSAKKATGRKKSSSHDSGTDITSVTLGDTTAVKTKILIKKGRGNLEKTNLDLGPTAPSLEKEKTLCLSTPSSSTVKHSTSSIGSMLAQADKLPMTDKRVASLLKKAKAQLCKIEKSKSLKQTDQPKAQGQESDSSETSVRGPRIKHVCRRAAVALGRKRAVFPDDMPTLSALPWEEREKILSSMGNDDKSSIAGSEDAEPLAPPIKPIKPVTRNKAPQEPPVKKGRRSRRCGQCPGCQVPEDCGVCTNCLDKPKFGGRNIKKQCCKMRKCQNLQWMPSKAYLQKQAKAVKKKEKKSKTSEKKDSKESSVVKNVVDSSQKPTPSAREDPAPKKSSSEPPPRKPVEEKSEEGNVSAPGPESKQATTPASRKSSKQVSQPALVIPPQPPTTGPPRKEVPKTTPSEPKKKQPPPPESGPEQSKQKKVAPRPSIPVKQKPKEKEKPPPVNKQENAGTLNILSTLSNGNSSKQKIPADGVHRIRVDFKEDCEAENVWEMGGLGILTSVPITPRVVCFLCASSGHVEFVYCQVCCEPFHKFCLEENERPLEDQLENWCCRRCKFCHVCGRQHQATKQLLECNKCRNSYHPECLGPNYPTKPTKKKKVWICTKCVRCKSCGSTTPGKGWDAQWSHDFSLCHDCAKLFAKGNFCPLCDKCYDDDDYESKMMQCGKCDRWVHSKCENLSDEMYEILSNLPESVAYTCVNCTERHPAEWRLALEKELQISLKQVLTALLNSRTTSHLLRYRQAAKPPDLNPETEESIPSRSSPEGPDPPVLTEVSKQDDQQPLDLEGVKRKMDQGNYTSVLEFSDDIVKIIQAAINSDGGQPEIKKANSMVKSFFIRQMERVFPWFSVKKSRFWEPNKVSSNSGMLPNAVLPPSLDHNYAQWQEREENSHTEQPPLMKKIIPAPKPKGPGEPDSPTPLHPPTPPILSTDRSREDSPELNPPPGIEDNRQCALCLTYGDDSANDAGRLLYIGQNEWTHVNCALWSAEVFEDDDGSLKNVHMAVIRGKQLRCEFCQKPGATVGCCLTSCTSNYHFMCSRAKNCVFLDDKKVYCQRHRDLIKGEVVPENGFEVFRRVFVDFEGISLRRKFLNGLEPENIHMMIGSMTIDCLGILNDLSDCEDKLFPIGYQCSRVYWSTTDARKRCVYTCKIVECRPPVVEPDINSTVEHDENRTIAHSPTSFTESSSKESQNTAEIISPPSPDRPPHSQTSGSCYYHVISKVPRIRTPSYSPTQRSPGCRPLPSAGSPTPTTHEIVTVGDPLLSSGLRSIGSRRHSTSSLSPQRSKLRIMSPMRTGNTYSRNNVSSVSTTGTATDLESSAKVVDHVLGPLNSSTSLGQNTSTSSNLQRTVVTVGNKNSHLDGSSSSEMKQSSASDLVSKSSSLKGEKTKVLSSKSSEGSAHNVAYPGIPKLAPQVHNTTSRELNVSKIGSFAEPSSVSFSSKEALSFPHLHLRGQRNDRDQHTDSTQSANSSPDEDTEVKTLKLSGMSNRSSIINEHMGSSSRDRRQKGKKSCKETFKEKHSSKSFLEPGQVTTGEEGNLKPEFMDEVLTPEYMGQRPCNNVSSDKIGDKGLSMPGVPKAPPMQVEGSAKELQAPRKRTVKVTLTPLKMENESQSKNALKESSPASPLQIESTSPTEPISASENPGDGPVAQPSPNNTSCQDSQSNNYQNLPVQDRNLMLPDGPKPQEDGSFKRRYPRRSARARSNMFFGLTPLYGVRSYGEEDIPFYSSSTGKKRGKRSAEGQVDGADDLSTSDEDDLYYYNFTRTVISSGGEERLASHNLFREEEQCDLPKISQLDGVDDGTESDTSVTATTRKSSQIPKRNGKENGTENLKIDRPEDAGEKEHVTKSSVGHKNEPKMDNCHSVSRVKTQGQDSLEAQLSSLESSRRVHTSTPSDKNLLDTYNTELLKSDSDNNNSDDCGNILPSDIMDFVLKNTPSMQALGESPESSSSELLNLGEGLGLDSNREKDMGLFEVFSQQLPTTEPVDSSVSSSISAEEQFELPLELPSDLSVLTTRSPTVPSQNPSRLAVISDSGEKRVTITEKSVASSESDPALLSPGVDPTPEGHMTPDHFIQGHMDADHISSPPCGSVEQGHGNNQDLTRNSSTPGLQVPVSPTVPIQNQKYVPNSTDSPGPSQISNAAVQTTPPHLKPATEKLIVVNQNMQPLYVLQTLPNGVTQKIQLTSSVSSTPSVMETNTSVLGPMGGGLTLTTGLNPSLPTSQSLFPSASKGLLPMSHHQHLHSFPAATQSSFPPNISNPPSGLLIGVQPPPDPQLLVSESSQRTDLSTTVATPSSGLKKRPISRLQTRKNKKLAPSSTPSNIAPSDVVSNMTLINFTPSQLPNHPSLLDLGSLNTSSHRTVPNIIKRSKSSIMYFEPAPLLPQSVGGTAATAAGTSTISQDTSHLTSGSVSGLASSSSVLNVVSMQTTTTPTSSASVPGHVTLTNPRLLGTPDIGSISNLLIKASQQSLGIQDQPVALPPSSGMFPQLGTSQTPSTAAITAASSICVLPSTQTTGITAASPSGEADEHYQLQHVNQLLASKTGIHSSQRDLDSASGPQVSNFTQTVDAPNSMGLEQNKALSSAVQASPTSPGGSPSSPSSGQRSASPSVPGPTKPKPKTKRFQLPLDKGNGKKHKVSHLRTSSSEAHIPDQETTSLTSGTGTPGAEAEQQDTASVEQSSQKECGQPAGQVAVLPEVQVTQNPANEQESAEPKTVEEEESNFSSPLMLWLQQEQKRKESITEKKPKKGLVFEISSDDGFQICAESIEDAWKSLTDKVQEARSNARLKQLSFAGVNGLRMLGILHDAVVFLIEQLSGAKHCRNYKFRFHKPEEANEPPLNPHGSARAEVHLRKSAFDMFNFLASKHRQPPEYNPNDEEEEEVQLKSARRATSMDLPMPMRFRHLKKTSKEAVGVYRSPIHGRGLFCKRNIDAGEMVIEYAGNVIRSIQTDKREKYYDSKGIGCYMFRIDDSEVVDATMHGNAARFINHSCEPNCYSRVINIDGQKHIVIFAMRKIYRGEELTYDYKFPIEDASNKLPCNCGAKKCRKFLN
#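 Steps: dispense CXXC domain solution (7 uM) → pin compounds or unlabeled HOX-A9 DNA control → 5 min ambient → add FLSN-HOX-A9 solution (50 nM) → spin → 30 min ambient → fluorescence polarization. Tris pH 7.5/NaCl/DTT/BSA buffer.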
# S-ASM inh: Inhibitors of Secretory Acid Sphingomyelinase (S-ASM): qHTS | placental ASM, HMU-PC fluorogenic substrate, 60 min | Potency, µM (series often up to 57.5 µM), inactives show top-dose activity change, negative = inhibition, hits mostly inhibitors | 0.006% of 340,000 active | AID 504937, 2011; also: potency is read from the fitted curve at half-maximal effect
#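 Fluorogenic HMU-PC substrate (9 uM final) is turned over by placental ASM in 60 min at 37 C after a 10 min compound preincubation. Reaction ended by alkaline stop (pH 10), with fluorescence read at 386/447 nm.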
# MBNL1 CUG block: qHTS Assay for Inhibitors of MBNL1-poly(CUG) RNA binding | Muscleblind-like protein 1 (Homo sapiens), Q9NR56 | Potency, µM (series often up to 57.5 µM), without a hit: top-dose activity change, negative = inhibition, hits mostly inhibitors | TR-FRET MBNL1-His/biotin-(CUG)12 binding, 665/545 ratio | 0.036% of 280,000 active; active = well fitted inhibition curve with a large enough effect in the signal ratio, with a control signal flat, not every such curve was filed as active; inconclusive = small, poorly fitted or top-dose-only effect, or effect the other way, or a change in a side signal; inactive = no such curve, though single readings can be large or run the other way; the % refers to the signal ratio; also: potency is read from the fitted curve at half-maximal effect; % is scaled to controls: 0 for no effect and ±100 for the full control effect
#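 Compounds (final 92 nM to 58 uM) are added to His-tagged MBNL1 and biotin-(CUG)12, then terbium anti-His antibody and streptavidin-XL665 (5 nM final). After 60 min at room temperature, the 665/545 nm ratio is read.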
# Menin-MLL TR inh: qHTS Assay for Inhibitors Targeting the Menin-MLL Interaction in MLL Related Leukemias: Competition With Texas Red Labeled MLL-derived Mutant Peptide | O00255 | 0.23% of 270,000 active | Menin + Texas Red MLL mutant peptide, fluorescence polarization | Potency, µM (series often up to 61.6 µM), for the others: at the highest dose FP activity change, negative = inhibition, actives largely listed as inhibitors | AID 1768, 2009; active = well fitted inhibition curve with a large enough effect in the polarisation, with a control signal flat, not every such curve was filed as active; inconclusive = small, poorly fitted or top-dose-only effect, or effect the other way, or a change in a side signal; inactive = no such curve, though single readings can be large or run the other way; the % refers to the polarisation; also: potency is read from the fitted curve at half-maximal effect; % of control where 0% means no effect; many of its hits are not listed in these tables
# An asterisk follows results filed as active; ? = inconclusive; . = not tested or not shown; [ ] = dose if it differs, or a comment. Unless noted, calls follow the shape of the dose curve; as a rule, active = well fitted curve in the direction sought with a large enough effect; inconclusive = small, poorly fitted or top-dose-only effect, or another doubt; inactive = no such curve, though single readings can be large; an effect the other way counts as inactive or inconclusive. The list is partial, so the mix of outcomes need not match the whole.
SMILES,Mito fusion act,TSHR antag,a7 integrin act,PTAP TSG101 blk,TCR act,AT treatment,MLL CXXC-DNA inh,S-ASM inh,MBNL1 CUG block,Menin-MLL TR inh
Cc1cccc(-c2nnn(Cc3nnc(NC(=O)c4ccccc4)s3)n2)c1,0.3%,-6.8,15.8%,-2.6%,5.6%,-1.2%,6.6%,3.6%,5.7%,?
CN(C)CCCN(C(=O)c1ccco1)c1nc2ccc(F)cc2s1,-0.9%,31.3,-0.4%,-5.4%,-5.1%,3.5%,6.0%,0.6%,1.9%,-5.7%
CC12CCC(C(=O)NNc3ccccc3)(C(=O)C1=O)C2(C)C (stereo not drawn),-1.4%,7.3,-14.6%,-7.4%,6.1%,-14.1%,-2.7%,2.7%,-0.3%,0.2%
Cc1cccc(N2CCN(C(=O)C3CCCN(S(=O)(=O)c4c(C)noc4C)C3)CC2)c1C (stereo not drawn),.,.,-7.4%,-1.0%,-4.9%,.,.,-2.3%,.,.
CCCN1C2CCCC1CC(NC(=O)c1cccc(Cl)c1)C2 (stereo not drawn),0.9%,-18.6,-11.6%,-0.7%,.,7.5%,-1.2%,7.8%,-5.2%,17.0%
O=C(NCC(=O)N(c1cccc(F)c1)C(C(=O)NCC1CCCO1)c1ccccc1)c1ccco1 (stereo not drawn),-2.1%,4.9,15.6%,-1.4%,.,-1.0%,-0.3%,0.0%,-5.4%,-1.7%
O=C(CCc1nc2ccccc2[nH]c1=O)OCC(=O)c1ccc(Cl)cc1,0.4%,-7.5,-27.6%,-1.4%,-2.8%[46.1 µM],-5.0%,-7.2%,2.1%,14.9%,-4.7%
Cc1ccc(-c2noc(CCC(=O)Nc3ccc4c(c3)OCO4)n2)cc1,-1.5%,-3.5,-2.4%,0.9%,-2.8%,-2.3%,-9.2%,-6.5%,-13.8%,3.8%
CC(C)(C)OC(=O)N1CCCC1C(=O)O (stereo not drawn),1.0%,-1.2,3.7%,2.5%,1.0%,3.9%,3.6%,5.3%,-0.9%,11.9%
Cn1nc(C(=O)Nc2nc3ccccc3[nH]2)c2ccccc2c1=O,4.6%,-0.6,12.2%,-2.6%,4.7%[46.1 µM],-3.3%,-4.5%,2.5%,-2.2%,-8.2%
O=S(=O)(c1ccc2ccccc2c1)N1CCN(C2Cc3ccccc3C2)CC1,-0.1%,-1.1,13.6%,-2.2%,5.0%[46.1 µM],1.7%,2.9%,-0.2%,-5.6%,-20.2%
CCOC(=O)c1[nH]c2cc3c(cc2c1NC(=O)CN1CCN(CCO)CC1)OCO3,3.1%,2.0,-3.2%,-0.5%,0.0%,2.2%,-3.1%,12.3%,13.2%,.
COC(=O)c1ccc(C)c(NC(=O)C(CCSC)NC(=O)c2cc(OC)c(OC)c(OC)c2)c1 (stereo not drawn),4.8%,-1.8,-9.8%,-0.2%,-2.4%,1.0%,3.5%,0.0%,-9.0%,-25.0%
O=C(CN1C(=O)CCC1=O)c1ccc(-c2ccccc2)cc1,5.2%,11.2,16.4%,-3.0%,-0.5%[46.1 µM],10.8%,4.4%,4.0%,.,-0.9%
CC(C)CC(=O)C1CCCN(C(=O)c2ccc3oc(Cc4ccccc4)nc3c2)C1 (stereo not drawn),0.8%,-16.8,-6.3%,-5.1%,-7.8%,3.6%,4.3%,-2.5%,-3.7%,-16.8%
COc1ccccc1CNC(=O)COC(=O)c1c[nH]c2ccccc12,5.7%,5.3,-1.9%,-1.0%,6.5%,8.7%,.,1.3%,.,.
O=C(CSC1=NS(=O)(=O)c2cc(F)ccc2N1)NCCc1ccccc1,-0.7%,-9.6,2.2%,0.1%,-5.6%,-0.5%,.,-2.3%,.,.
c1ccc2oc(-c3[nH]ncc3CN(Cc3ccncc3)CC3CCCO3)cc2c1 (stereo not drawn),7.4%,3.2,7.1%,-0.7%,-7.4%,-7.7%[11.5 µM],-1.0%,2.5%,-12.2%,1.8%
Cn1c(NCCCO)nc2ccccc21,-4.7%,0.4,7.8%,-8.5%,3.0%,.,9.9%,1.3%,-2.2%,9.2%
CC(N)=O,-1.2%,20.9,.,.,.,.,17.0%,.,.,-7.5%
COc1cc(C2c3c(oc4ccc(Cl)cc4c3=O)C(=O)N2Cc2ccco2)cc(OC)c1OC (stereo not drawn),-2.6%,-4.4,.,.,.,6.4%,0.6%,.,7.3%,6.8%
CN1C(=O)C(=O)N(CC(=O)Nc2ccccc2OC(F)F)C1=O,0.6%,7.4,-26.1%,-2.8%,.,-1.5%,.,2.1%,.,.
O=C(c1ccc[nH]1)N1O[C@@H]2C=C[C@H]1C2,.,-11.3,3.1%,-4.1%,-9.2%[46.1 µM],-1.3%[11.5 µM],.,-0.3%,.,.
COc1ccc(OC)c(S(=O)(=O)N2CCC(C(=O)NCc3ccccn3)CC2)c1,-0.6%,-7.2,-14.1%,-3.4%,1.3%,0.8%,-17.4%,-1.8%[11.5 µM],-1.0%,2.4%
CC(OC(=O)c1ccc2c(=O)n3c(nc2c1)CCCCC3)C(N)=O (stereo not drawn),-0.3%,-6.2,-28.8%,-1.6%,9.3%,2.7%,-4.5%,5.2%,-5.5%,0.2%
# Next part
SMILES,Mito fusion act,TSHR antag,a7 integrin act,PTAP TSG101 blk,TCR act,AT treatment,MLL CXXC-DNA inh,S-ASM inh,MBNL1 CUG block,Menin-MLL TR inh
CC1=Nc2cc(C(=O)NCCCOC(C)C)ccc2Sc2ccccc21,-0.4%,-3.8,-31.3%,-5.6%,-1.3%,-1.3%,12.0%,-3.6%,11.3%,-6.1%
O=C1N/C(=N\N=C\c2cccnc2)SC1Cc1ccc(SC(F)F)cc1 (stereo not drawn),-6.8%,7.4,0.0%,-2.2%,-9.3%,4.2%,12.3%,-0.2%,-4.6%,.
CCC(=O)c1ccc(OCC(=O)N(C)CC(=O)Nc2cccc(F)c2)cc1,-10.5%,1.2,18.6%,-0.4%,-2.6%,2.5%,5.2%,-1.8%,7.8%,11.7%
Cc1ccc(CN(Cc2ccco2)C(=O)c2ccco2)cc1,9.3%,-3.8,2.1%,-9.4%,-6.6%,6.9%,-7.1%,-2.0%,8.2%,-18.4%
COc1ccc(NC(=O)CN(C)C(=O)c2c(-c3ccccc3Cl)noc2C)cc1,0.9%,13.0,-1.9%,-2.0%,1.8%,4.6%,.,-0.7%,.,.
O=C(CCC(=O)N(CC(=O)NC1CCCCC1)Cc1ccccc1)Nc1nccs1,1.6%,1.1,-4.1%,-0.9%,4.0%,3.8%,5.1%,5.6%,5.5%,.
CCC1CCc2sc(C(=O)NCC3CCCO3)cc2C1 (stereo not drawn),4.4%,-2.2,-41.1%,-1.2%,7.6%,6.7%,.,0.6%,.,.
Cc1cc(C)cc(C(=O)Nc2nnc(SCC(=O)NCC3CCCO3)s2)c1 (stereo not drawn),1.4%,11.5,-10.3%,-0.2%,-3.5%,-2.1%,-6.9%,-2.3%,-7.0%,-2.0%
CN(C)CCN1CC(C(=O)O)CC1=O (stereo not drawn),0.7%,4.7,-6.5%,-1.7%,2.2%,5.1%,10.0%,-1.3%,2.1%,1.4%
CNC(=O)c1[nH]cnc1C(=O)N[C@@H](Cc1ccccc1)C(=O)OCc1ccccc1,2.3%,-15.1,7.2%,1.8%,-0.6%,2.4%,-5.4%,-8.0%,0.6%,-7.1%
O=C(O)c1cc(NC(=O)c2ccc3c(c2)C(=O)N(Cc2ccccc2)C3=O)cc(C(=O)O)c1,0.8%,5.9,19.3%,.,-4.7%,9.1%,8.8%,16.4%,3.5%,.
Cc1cccc(C(=O)N2CCC(c3nc(-c4ccc(S(=O)(=O)N5CCOCC5)cc4)no3)CC2)c1,6.8%,-8.2,4.0%,-9.1%,3.5%,6.3%,-2.1%,-0.8%,-9.4%,-17.1%
